# EBV gp42 inh – EBV gp42 inhibition; Q1HVG2; AID 1085; Fluorescence polarization binding assay, mP read-out; 0.42% of 220,000 active; inhibition, % (tested at 21.74 µM); in the data active means inhibition above about 50%
# Target sequence (Q1HVG2 whole entry, looked up): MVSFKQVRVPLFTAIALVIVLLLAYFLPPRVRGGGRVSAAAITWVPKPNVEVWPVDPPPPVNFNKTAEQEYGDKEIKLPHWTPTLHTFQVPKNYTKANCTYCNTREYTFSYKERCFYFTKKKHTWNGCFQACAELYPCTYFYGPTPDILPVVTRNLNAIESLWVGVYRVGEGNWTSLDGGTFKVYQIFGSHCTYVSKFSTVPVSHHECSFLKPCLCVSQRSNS
# Mdm2 ligase inh – inhibitors of human Mdm2 E3 ubiquitin ligase; Q00987; signal enhancement, % at 5 µM; 0.11% of 210,000 active; cell-based MDM2 ubiquitination luciferase reporter, 2 h; 0 = plate control, 100 = twice control, blank-subtracted; AID 1230;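 active means signal enhancement of 30% or more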;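 further: luminescence tracks abundance of the self-degrading MDM2-luciferase fusion protein; higher signal means inhibition of MDM2 E3 ligase activity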
#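 Timing – 2 h compound exposure at 37 °C · Assay system – mammalian cells stably expressing self-ubiquitinating, self-degrading MDM2 E3–luciferase fusion · Amount – 2000 cells seeded into each well · Measure – % luminescence enhancement versus blank-corrected plate control mean · Measured by – SteadyLite luminescence, 15 min reagent step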
# Runt-SMMHC FRET – inhibitors of human RUNX1 Runt domain binding to CBFb-SMMHC; Cerulean-Runt/Venus-CBFb-SMMHC FRET ratio 530/480, 1 h; inhibition, % at 20 µM; 0.74% of 220,000 active;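 active means mean inhibition across duplicate retests at 20 µM reaching about 50%, limit read from the data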;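 further: 0% = DMSO wells and 100% = wells with excess untagged CBFb-SMMHC; inhibitors lower the FRET ratio by blocking Runt binding to CBFb-SMMHC; some results filed as inactive read as strong as hits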
# 14-3-3 Bad PPI – disrupts binding of bovine 14-3-3 zeta to phospho-Bad peptide. P63103. TR-FRET 14-3-3zeta/Dy647-pBad peptide displacement, 1 h. inhibition, % at 21.7 µM. 0.71% of 220,000 active;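 active means inhibition above about 70%, limit read from the data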;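 further: 0% = full 14-3-3 plus peptide FRET controls and 100% = background without 14-3-3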
# Target sequence (P63103 whole entry, looked up): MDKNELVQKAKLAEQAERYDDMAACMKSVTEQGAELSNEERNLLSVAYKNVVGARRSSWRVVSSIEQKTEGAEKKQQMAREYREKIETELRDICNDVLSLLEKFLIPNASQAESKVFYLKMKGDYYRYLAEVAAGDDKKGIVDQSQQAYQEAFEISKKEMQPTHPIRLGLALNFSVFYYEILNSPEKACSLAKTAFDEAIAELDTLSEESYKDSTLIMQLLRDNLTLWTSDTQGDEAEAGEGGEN
# zVAD death inh – blocks zVAD induced death of L929 cells. L929 zVAD necroptosis rescue, ATP luminescence, 24 h; with zVAD 60 µM. viability rescue, % at 10 µM. 0.38% of 220,000 active. AID 1377;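 active means activation, scaled between plate controls, above about 75%, limit read from the data; inactive means activation under that limit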;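 further: 0% = zVAD with DMSO and 100% = DMSO alone without zVAD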
# Hck-Nef inh – blocks Nef-activated human Hck kinase; P08631; Recombinant Hck-YEEI plus Nef, Z-Lyte FRET kinase assay; inhibition, % at 20 µM; 0.68% of 220,000 active; AID 463187;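 active means Hck-Nef kinase inhibition above about 50%, limit read from the data; inactive means inhibition below that limit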;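 further: 0% = DMSO with Hck plus Nef and 100% = Hck alone without Nef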
# p47phox inh – p47phox (human) inhibition. P14598. p47phox/p22phox peptide binding, fluorescence polarization, 2 h. inhibition, % at 24.7 µM. 0.53% of 220,000 active;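 active means inhibition above about 30%, limit read from the data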;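 further: 0% = p47phox with labelled peptide and 100% = labelled peptide alone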
# Target sequence (P14598 whole entry, looked up): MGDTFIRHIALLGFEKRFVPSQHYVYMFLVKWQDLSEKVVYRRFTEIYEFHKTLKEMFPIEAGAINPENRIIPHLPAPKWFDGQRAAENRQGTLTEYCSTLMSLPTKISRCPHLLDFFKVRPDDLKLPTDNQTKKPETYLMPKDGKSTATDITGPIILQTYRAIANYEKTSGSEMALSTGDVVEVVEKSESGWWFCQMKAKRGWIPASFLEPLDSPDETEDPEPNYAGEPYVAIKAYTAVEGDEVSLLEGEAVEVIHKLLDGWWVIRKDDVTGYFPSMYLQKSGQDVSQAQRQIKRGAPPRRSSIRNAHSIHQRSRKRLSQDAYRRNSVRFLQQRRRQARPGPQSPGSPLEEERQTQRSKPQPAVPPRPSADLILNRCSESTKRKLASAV
# Runt-CBFb FRET – blocks binding of human RUNX1 Runt domain to CBFb; Cerulean-Runt/Venus-CBFb FRET ratio 530/480, 1 h; Q01196+Q13951; inhibition, % at 20 µM; 0.46% of 220,000 active;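 active means inhibition over about 50% at 20 µM in the single-dose screen, limit read from the data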;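 further: 0% = DMSO wells and 100% = excess unlabeled CBFb competitor control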
#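 Doses: 20 µM compound in 1% DMSO | Material: Cerulean-labeled Runt domain protein | Amount: Each fluorescent fusion protein 100 nM | Schedule: Two 1 h room-temperature incubations shielded from light | Measured by: FRET fluorescence | Evaluation: Loss of energy transfer signal | Controls: Unlabeled CBFb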
# TbHK1 inh – blocks Trypanosoma brucei hexokinase 1 activity. inhibition, % at 10 µM. 0.11% of 220,000 active. recombinant TbHK1, G6PDH-coupled NADH A340;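 active means inhibition of 50% or more in the single-dose primary screen; inactive means inhibition below 50%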
# The depositor's hits bear a star; . = no result given; [ ] = dose if it differs, or a comment.
# Order of results – EBV gp42 inh	Mdm2 ligase inh	Runt-SMMHC FRET	14-3-3 Bad PPI	zVAD death inh	Hck-Nef inh	p47phox inh	Runt-CBFb FRET	TbHK1 inh
> COc1ccc(C(=O)Oc2cc(C)[nH]c(=O)c2[N+](=O)[O-])cc1
  -9	.	-1	8	.	13	3	2	-14
> COc1ccc2c(c1)CC/C2=N\OC(=O)c1ccccc1C
  10	-23	1	-18	2.5	24	-10	-1	0
> CS(=O)(=O)c1ccc2nc(NC(=O)Oc3ccccc3)sc2c1
  2	-5	-4	6[fluorescence artefact?]	0.1	2	-2	-1	0
> O=C1Nc2ccccc2N(O)N1c1ccc(Cl)cc1
  6	-12	1	-3	-0.6	-14	-2	1	2
> O=C1CS/C(=N\C(=O)N2c3ccccc3Sc3ccccc32)N1
  -18	12	-3	-8	0.4	1	-58	3	-7
> COCCn1c(SCC(=O)Nc2ccccc2)nc2c(oc3ccccc32)c1=O
  -9	-22	1	4	0.4	40	6	-3	-7
> NCCSc1c(-c2ccccc2)[nH]c2ccccc12
  -13	-11	4	9	-0.3	11	-6	8	-7
> NC(=NCCc1ccc(Cl)cc1)NS(=O)(=O)c1ccc(F)cc1
  -9	-3	6	10	-0.1	-6	-3	-3	2
> O=C(NCc1cccnc1)C(=O)Nc1ccc2c(c1)OCO2
  -3	13	3	-7	1.6	21	8	1	-3
> COc1ccc(C(=O)N=C2CCC(C#N)=C3c4cc(OC)c(OC)cc4CCN23)cc1
  -12	-8	-1	-7	14	3	-11	0	2
> CCCCCCCC(=O)N/N=C/c1ccc(Br)cc1
  -8	-13	-2	-15	0.1	-1	4	0	3
> CCC12CC3CC(C1)CC(C(=O)O)(C3)C2
  3	-13	2	-1	0.0	-1	9	0	8
> CCc1c(C)nc2[nH]nc(-c3ccccc3C)n2c1=O
  -20	-4	3	-8	0.1	0	-12	1	2
> CCOC(=O)c1c(C)[nH]c(C)c1C(=O)COC(=O)C1CCCN1S(=O)(=O)c1ccccc1F (configuration not stated)
  -13	5	3	-8[fluorescence artefact?]	-0.4	0	-4	-3	1
> O=C1CCCN1C(=O)CCC(=O)N1CCCC1=O
  -4	14	1	4	1.3	-1	-3	-1	-2
> NNC(=O)c1ccccc1OCc1ccccc1
  -8	-13	-1	-4	1.0	20	-6	1	-5
> Cc1onc(-c2ccccc2Cl)c1C(=O)Nc1cccc(-c2nc3ncccn3c2C)c1
  1	5	2	10	-0.5	7	-3	2	24
> CCc1ccc(N2C(=O)CC(NNc3nc4ccccc4s3)C2=O)cc1 (configuration not stated)
  -14	-15	-1	1	0.4	1	-8	3	-6
> Cc1cc(C)nc(SCCC(=O)Nc2ccccc2)n1
  -8	0	-22	6	-0.1	0	88*	1	-1
> CCOC(=O)C(C(=O)OCC)C(Nc1ccccc1)c1ccccc1 (configuration not stated)
  4	-6	4	4	0.3	3	-21	2	30
> COc1cc(C2CC(=O)N(c3ccc(C)cc3)C(=O)C2)cc(OC)c1OC
  -15	-7	-2	2	0.6	5	-6	3	-8
> O=C1COc2ccc(S(=O)(=O)Nc3ccc4c(c3)OCO4)cc2N1
  2	-15	7	-7	-0.5	10	-10	6	8
> CCCCCCOC(=O)C(C#N)c1nc2ccccc2nc1N1CCN(C)CC1 (configuration not stated)
  2	-5	21	-18	1.6	3	-14	8	-4
> COc1ccc(-c2nn3c(-c4ccco4)nnc3s2)cc1OC
  2	-14	1	.	0.4	0	-8	7	-23
> CCCn1ncc(CN2CCC(N3CCC(C(=O)N4CCOCC4)CC3)CC2)c1C
  7	-15	-2	-9	0.1	22	-17	-1	3
> CCOC(=O)c1ccc(NC(=O)N2CCN(Cc3ccccc3)CC2)cc1
  -10	-9	-4	-2	-0.6	17	1	0	0
> O=C(NCc1cccs1)c1cnc2ccccn2c1=O
  -6	-5	-4	0	-0.4	-1	-5	-3	-39
> COc1cc(CC(=O)OCC(=O)N2CC(=O)Nc3ccccc32)cc(OC)c1OC
  1	1	2	-13	0.8	25	-3	-2	3
> O=C(O)C1C(c2ccccc2)C(C(=O)OCCCO)C1c1ccccc1 (configuration not stated)
  -12	-8	-6	51	0.4	3	-13	-4	3
> COc1ccc(CCN2C(=O)/C(=C\c3ccco3)SC2=S)cc1OC
  -3	-17	-10	-11	8.6	3	-7	8	0
> O=C(NNc1nc(-c2ccc(Cl)cc2)cs1)c1ccco1
  9	5	-5	-17	0.3	3	0	12	32
> COc1ccc(CCNC(=O)C2CCC(=O)N2CCc2ccccc2)cc1OC (configuration not stated)
  7	-10	-1	-6	1.1	23	4	0	-3
> CCOC(=O)c1ccc(NC(=O)N2CCN(Cc3cccc(F)c3)CC2)cc1
  7	10	1	-3	0.5	2	2	-1	0
> N#CCCn1cc(/C=N/NC(N)=S)c(-c2ccccc2)n1
  -12	-19	3	-14	2.1	34	-10	0	-13
> O=c1oc2ccc(Br)cc2cc1S(=O)(=O)c1ccc(F)cc1
  -11	-11	54	17	1.0	-4	-4	-50	35
> CCN(CC)C(=O)CSc1nnc2sc3ccccc3n12
  -22	-5	2	5	1.4	3	-6	-2	4
> CS(=O)(=O)c1ccc(N)cc1
  -14	-1	-1	14	1.0	0	-4	-2	0
> CS(=O)(=O)N(CC(=O)NCC1CCCO1)c1cc(Cl)cc(Cl)c1 (configuration not stated)
  -17	-14	-2	-2[fluorescence artefact?]	-0.8	3	-15	-2	-5
> COc1ccccc1NS(=O)(=O)c1ccc(O)c(C(=O)OCc2cccc([N+](=O)[O-])c2)c1
  8	-22	-1	-14	2.9	20	12	2	-7
> COc1ccccc1NC(=O)CN1C(=O)C(C)Oc2ccccc21 (configuration not stated)
  8	-3	-4	-8	-0.5	-1	1	2	8
> COc1ccc(-c2cn3cccnc3n2)cc1NC(=O)C1CC1
  -18	0	0	-2	-0.1	1	-11	-2	10
> Clc1ccc(-c2csc(N/N=C/c3ccco3)n2)cc1
  1	-8	-4	-6	1.0	5	-5	6	-15
> CCOC(=O)CSc1ncc(-c2ccccc2)nn1
  1	-4	2	14[fluorescence artefact?]	-0.5	4	2	1	-17
> COc1ccc(-c2cc(C(F)(F)F)n3ncc(C(=O)NCC4CCCO4)c3n2)cc1OC (configuration not stated)
  -8	-7	-84	1[fluorescence artefact?]	0.3	2	-6	-68	-23
> Cc1nn(CC(N)=O)c(=O)c2ccccc12
  1	-2	-2	-2	0.7	0	-7	-2	-1
> CCOc1ccc2[nH]c(=O)c(CN(CCN3CCCC3)C(=S)Nc3ccccc3OCC)cc2c1
  -23	8	0	-8	-4.5	19	-3	11	-8
> CCOc1c(Cl)cnn(-c2ccc(C)cc2)c1=O
  9	-5	-2	-8	-0.5	1	-5	1	3
> O=C(COC(=O)c1cc[n+]([O-])cc1)NCCc1ccc(Cl)cc1Cl
  -9	3	-1	-10	1.6	25	-9	3	1
> CC(NC(=O)c1ccccc1Cl)c1nnc(SCC(=O)Nc2ccc(C(=O)O)cc2)n1C (configuration not stated)
  -12	4	4	-2	-1.2	8	-3	-1	1
> Cc1[nH]c(-c2ccccn2)nc(=S)c1Cl
  -14	17	1	-8	0.4	-5	1	13	-9
> Cc1cc(C)cc(OCC(=O)Nc2ccc(CN3CCCCC3)cc2)c1
  -2	-6	-3	-2	-0.8	3	-3	2	2
> COc1ccccc1N1CCN(c2nc(-c3ccccc3)cc(C(F)(F)F)n2)CC1
  -9	-5	0	10	0.1	0	-7	0	-13
> CC1=C(C(=O)OC(C)C)C(c2cncc(-c3ccc(F)cc3)c2)C(C#N)=C(N)O1 (configuration not stated)
  0	-18	-3	-13	2.2	22	-8	-6	-1
> CCCCC(=O)NC(=S)NNC(=O)CCc1ccccc1
  -6	.	2	-10	-1.0	19	-4	4	15
> O=C(Nc1ccc(-c2nc3cccnc3s2)cc1)C1CCCO1 (configuration not stated)
  -10	.	1	5	.	2	-1	-2	-36
> COc1ccc(CCNS(=O)(=O)c2ccc(C(=O)NCc3ccco3)cc2)cc1OC
  -2	-13	-2	-9[fluorescence artefact?]	-0.3	0	-5	0	2
> CCCNS(=O)(=O)c1ccc(CCC(=O)N2CCN(CC)CC2)cc1
  2	0	2	-5	-0.3	-10	-6	-2	1
> COc1ccc(CC(=O)OC(C)CN2CCCCC2)cc1 (configuration not stated)
  -7	6	0	0	12	20	0	2	-2
> CC(NCc1ccccc1)c1ccccc1O (configuration not stated)
  -16	-23	0	-3	-0.6	5	-10	0	1
> COc1cnc(-c2ccccc2)[nH]c1=O
  -9	6	-4	10	2.7	10	1	1	7

# Complete entries, quoted from the list. Screens in order: EBV gp42 inh, Mdm2 ligase inh, Runt-SMMHC FRET, 14-3-3 Bad PPI, zVAD death inh, Hck-Nef inh, p47phox inh, Runt-CBFb FRET, TbHK1 inh
# `COc1cc(CC(=O)OCC(=O)N2CC(=O)Nc3ccccc32)cc(OC)c1OC` in the list: 1, 1, 2, -13, 0.8, 25, -3, -2, 3
# `COc1ccc(CC(=O)OC(C)CN2CCCCC2)cc1` (configuration not stated) in the list: -7, 6, 0, 0, 12, 20, 0, 2, -2
# `CCCCCCOC(=O)C(C#N)c1nc2ccccc2nc1N1CCN(C)CC1` (configuration not stated) in the list: 2, -5, 21, -18, 1.6, 3, -14, 8, -4
# `COc1ccc(C(=O)Oc2cc(C)[nH]c(=O)c2[N+](=O)[O-])cc1` in the list: -9, ., -1, 8, ., 13, 3, 2, -14
# `NCCSc1c(-c2ccccc2)[nH]c2ccccc12` in the list: -13, -11, 4, 9, -0.3, 11, -6, 8, -7

# The list goes on:
# Order of results – EBV gp42 inh	Mdm2 ligase inh	Runt-SMMHC FRET	14-3-3 Bad PPI	zVAD death inh	Hck-Nef inh	p47phox inh	Runt-CBFb FRET	TbHK1 inh
> C=CCNc1nc(N)c(C(=C(C#N)C#N)c2ccc(Br)cc2)s1
  -21	1	37	-22[fluorescence artefact?]	0.9	18	-13	21	-6
> N#Cc1c(-c2ccccc2F)cc(C2CC2)nc1SCC(=O)c1cccs1
  0	-13	-24	-14[fluorescence artefact?]	0.4	-2	-34	-12	2
> Cc1cccc(NC(=S)N2CCn3cccc3C2c2cccnc2)c1 (configuration not stated)
  7	-5	0	-3[fluorescence artefact?]	0.0	1	-12	3	-3
> On1cnnc1-c1ccccc1
  -24	-14	-6	-8[fluorescence artefact?]	0.4	0	-2	-2	-13
> CCCCCNc1nc(NCCCO)c(C#N)c2c1CN(C)CC2
  2	1	79*	7	0.0	11	-5	34	-35
> CCOc1ccccc1Nc1nnc(C)c(=O)[nH]1
  0	6	5	13	2.0	-1	-10	-5	10
> CCOc1ncccc1C(=O)Nc1ccc(Cl)cc1
  2	-21	-1	-7	2.1	1	-11	0	1
> O=c1c2[nH]c3ccc(Br)cc3c2ncn1CCCn1ccnc1
  -4	-23	0	7[fluorescence artefact?]	1.0	5	-2	-1	-4
> CC(C)(C)C(=O)OCc1nc(-c2ccc(F)cc2)cs1
  -9	-22	-5	-4	1.5	1	0	-3	-9
> COc1cc(C(=O)N2CCC(n3cnc4cc(F)ccc43)CC2)cc(OC)c1OC
  -11	-12	2	7	0.1	1	-9	1	3
> CSCCC1NC2(C(=O)Nc3ccc(Cl)cc32)[C@@H]2C(=O)N(C3CCCC3)C(=O)[C@H]12 (some centres not stated)
  -6	-21	-2	-5	0.4	-1	-4	0	0
> Oc1cc2c(cc1C(c1ccc(Br)cc1)N1CCCC1)OCO2 (configuration not stated)
  0	-4	10	30	1.2	73*	3	4	5

# Compound activity (PubChem BioAssay)
